Coupling enz: qHTS Assay for Inhibitors of Fructose-1,6-bisphosphate Aldolase from Giardia Lamblia: Coupling assay counterscreen; coupling enzyme system counterscreen, AmpLite Red fluorescence; activity change, negative = inhibition, % at 58.2 µM, hits read low; 290,000 compounds, 0.67% hits; AID 2472, 2010; in the data active = activity change below about -30%; note: % is set by controls: 0 for no effect and ±100 for the full control effect
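Counterscreen of the coupled detection system alone, without aldolase: glyceraldehyde-3-phosphate coupling enzymes plus AmpLite Red readout. Compounds at 57.5 uM final, 10 min RT preincubation, 20 min RT reaction, fluorescence 525/598 nm.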
Tb PFK inh: qHTS Assay to Find Inhibitors of T. brucei phosphofructokinase; ATP-dependent 6-phosphofructokinase (Trypanosoma brucei brucei), O15648; T. brucei PFK, ADP-Glo luminescence; Potency, µM (titrated, usually from 57.5 µM), for the others: top-dose activity, negative = inhibition, most hits filed as inhibitors; 330,000 compounds, 0.17% hits; AID 485367, 2010;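 note: potency is the fitted concentration of half-maximal effect; 0% = uninhibited 1x PFK enzyme wells and -100% = no-enzyme wells; nearly all actives have a fitted effect of over 60% in size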
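PFK 1.25 nM, F6P 0.5 mM, ATP 0.1 mM, 0.1 M TEA pH 8.0, 5 mM MgCl2, 0.01% Tween20, 0.1% BSA; 45 min RT. ADP-Glo readout. qHTS titration up to 57 uM; curves fitted, compounds curve-classed.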
GALK inh: qHTS Assay for Inhibitors of Human Galactokinase (GALK) | Potency, µM (titrated, usually from 57.5 µM), for inactives: at the top dose activity change, negative = inhibition, most hits filed as inhibitors | AID 1868, 2009 | 270,000 compounds, 0.007% hits | Purified GALK, Kinase-Glo residual ATP luminescence | P51570; note: potency is the fitted concentration of half-maximal effect; % is set by controls: 0 for no effect and ±100 for the full control effect
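Luminescence from leftover ATP (Ultra-Glo luciferase/luciferin) served as read-out after a 1 h room-temperature reaction of 5 nM GALK with 35 uM ATP and 100 uM galactose.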
MLL CXXC-DNA inh: qHTS Fluorescence Polarization Assay for Inhibitors of MLL CXXC domain - DNA interaction | Histone-lysine N-methyltransferase 2A (Homo sapiens), Q03164 | MLL-CXXC / FITC-HOXA9 DNA fluorescence polarization | Potency, µM (series often up to 115 µM), for the others: at the highest dose activity change, negative = inhibition, usual class: inhibitors | 290,000 compounds, 0.037% hits | AID 2662, 2010; active = well fitted inhibition curve with a large enough effect in the polarisation, with a control signal flat, not every such curve was filed as active; inconclusive = small, poorly fitted or top-dose-only effect, or effect the other way, or a change in a side signal; inactive = no such curve, though single readings can be large or run the other way; the % refers to the polarisation; note: potency is the fitted concentration of half-maximal effect
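Steps: dispense CXXC domain solution (7 uM) → pin compounds or unlabeled HOX-A9 DNA control → 5 min ambient → add FLSN-HOX-A9 solution (50 nM) → spin → 30 min ambient → fluorescence polarization. Tris pH 7.5/NaCl/DTT/BSA buffer.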
hERG WT inh: qHTS for Inhibitors of KCHN2 3.1: Wildtype qHTS | Voltage-gated inwardly rectifying potassium channel KCNH2 (Homo sapiens), Q12809 | activity change, % at 1.84 µM | AID 720551, 2013 | U2OS, BacMam KCNH2, thallium flux FluxOr; active compounds read low | 340,000 compounds, 0.37% hits;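 active = maximum activity change below -70%; inconclusive = maximum activity change between -70% and -50%; inactive = maximum activity change above -50%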; note: % is set by controls: 0 for no effect and ±100 for the full control effect
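U2OS cells transduced with wild-type KCNH2 virus are loaded with FluxOr dye for 45 min, and thallium flux is measured in kinetic reads before and after stimulation buffer. Rate constants are normalized to DMSO controls.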
BCR signal inh: qHTS Assay to Find Inhibitors of Chronic Active B-Cell Receptor Signaling. ABC-DLBCL IkBa-CBG/CBR reporter, luminescence ratio, 4 h. Potency, µM (titrated, usually from 46.1 µM), without a hit: at the highest dose ratio change, negative = lower green/red ratio, actives largely listed as inhibitors. 340,000 compounds, 0.05% hits. AID 493014, 2011; active = well fitted inhibition curve with a large enough effect in the signal ratio, with a control signal flat, not every such curve was filed as active; inconclusive = small, poorly fitted or top-dose-only effect, or effect the other way, or a change in a side signal; the % refers to the signal ratio;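 note: potency is the fitted concentration of half-maximal effect; plate controls were basal doxycycline-induced cells for no effect and cells given 10 µM MG132 for full effect; MG132 reads +100%, hits lower the ratio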
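TMD8 ABC-DLBCL cells carrying doxycycline-inducible green luciferase fused to IkappaBalpha plus unfused red luciferase were exposed to compounds (up to 46 uM) for 4 hrs at 37C. Activity came from the overlap-corrected green/red luminescence ratio.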
Giardia killer: Small Molecules that selectively kill Giardia lamblia: qHTS; Giardia lamblia trophozoite viability; activity change, % at 7.66 µM, hits read low; 340,000 compounds, 0.15% hits; AID 540267, 2011; in the data active = activity change below about -80%; inconclusive = between about -30% and that limit;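 note: parasites exposed to compound for two days anaerobically before the ATP read; % is set by controls: 0 for no effect and ±100 for the full control effect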
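Trophozoite viability was measured as ATP-dependent luminescence, read 15-30 min after reagent addition. Before that, parasites at 100 cells/well were exposed to compounds for 48 h, anaerobically, at 37 deg C.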
TSHR antag: Antagonists of the Thyroid Stimulating Hormone Receptor: HTS campaign | Thyrotropin receptor (Homo sapiens), P16473 | TSHR-expressing cells, TSH-stimulated cAMP HTRF, 2 h; active compounds read low | activity change, negative = inhibition, % at 11.5 µM | 330,000 compounds, 0.2% hits | AID 504810, 2011;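 active = activity change below a set negative limit, meaning inhibition stronger than a set level, cut at about -70% in these data; inconclusive = activity change between two set negative limits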; note: % is set by controls: 0 for no effect and ±100 for the full control effect
Target sequence (P16473 whole entry, looked up): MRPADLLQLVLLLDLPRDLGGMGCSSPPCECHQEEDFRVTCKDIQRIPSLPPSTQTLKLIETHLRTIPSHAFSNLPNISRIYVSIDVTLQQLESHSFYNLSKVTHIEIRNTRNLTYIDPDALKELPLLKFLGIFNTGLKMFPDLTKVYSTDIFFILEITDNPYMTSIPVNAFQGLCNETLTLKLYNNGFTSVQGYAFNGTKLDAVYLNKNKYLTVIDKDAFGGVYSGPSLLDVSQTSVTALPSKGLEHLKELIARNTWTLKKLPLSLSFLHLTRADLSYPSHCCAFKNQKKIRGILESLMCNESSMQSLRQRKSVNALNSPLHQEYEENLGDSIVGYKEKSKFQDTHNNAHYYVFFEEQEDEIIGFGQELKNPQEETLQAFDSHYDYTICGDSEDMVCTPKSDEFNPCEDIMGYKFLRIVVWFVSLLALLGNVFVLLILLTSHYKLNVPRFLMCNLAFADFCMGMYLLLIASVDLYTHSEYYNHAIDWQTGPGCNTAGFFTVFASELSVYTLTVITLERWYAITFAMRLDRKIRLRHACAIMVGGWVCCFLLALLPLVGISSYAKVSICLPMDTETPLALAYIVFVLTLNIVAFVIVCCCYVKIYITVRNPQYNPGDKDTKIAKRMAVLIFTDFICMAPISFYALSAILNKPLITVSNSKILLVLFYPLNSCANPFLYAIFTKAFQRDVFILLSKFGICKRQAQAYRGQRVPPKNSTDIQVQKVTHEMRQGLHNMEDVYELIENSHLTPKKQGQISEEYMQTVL
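TSHR-expressing cells were treated with compounds, then stimulated with TSH at EC80 (4nM final) for 2 hours at 37 deg C. Cellular cAMP was measured by HTRF competition between lysate cAMP and cAMP-d2 for a cryptate-labelled anti-cAMP antibody.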
TCR activator: Activators of T cell receptors: qHTS campaign; primary human leukocytes, anti-CD3, IL-2 HTRF, 48 h; Potency, µM (doses to about 9.22 µM), for inactives: top-dose activation of IL-2 secretion, most hits filed as activators; 330,000 tested, under 10 active; note: % of control where 0% means no effect
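Primary human leukocytes receive a-CD3 beads and test compound and are incubated 48 hr. Secreted IL-2 is then assayed by HTRF, measuring 665nm acceptor emission after 320nm excitation of the europium donor.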
A-T KAP1 phos: qHTS Assay for Identifying a Potential Treatment of Ataxia-Telangiectasia. […] A-T fibroblasts, KAP-1 phosphorylation AlphaLISA; neocarzinostatin DNA damage 30 min before lysis. Potency, µM (titrated, usually from 57.5 µM), inactives show at the top dose activation, hits mostly activators. 320,000 compounds, 0.19% hits; note: potency is the fitted concentration of half-maximal effect; % of control where 0% means no effect; nearly all actives have a fitted effect of over 45% in size
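ATM-like activity read as KAP-1 phosphorylation via AlphaLISA donor/acceptor antibody pairs after lysis and 6 hr at 25C. Cells were ATM-null patient fibroblasts ([…], hTERT), dosed 60 min, then exposed to the DSB inducer NCS for 30 min.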
An asterisk follows results filed as active; [ ] = dose if it differs, or a comment. Unless noted, calls come from the whole dose curve; as a rule, active = well fitted curve in the direction sought with a large enough effect; inconclusive = small, poorly fitted or top-dose-only effect, or another doubt; inactive = no such curve, though single readings can be large; an effect the other way counts as inactive or inconclusive.

For O=C(c1ccccc1-c1ccccc1)N1CCOCC1 the results were Coupling enz 1, Tb PFK inh -1%, GALK inh -2%, MLL CXXC-DNA inh 14%, hERG WT inh -3, BCR signal inh 10%, Giardia killer -2, TSHR antag -1, TCR activator 2% and A-T KAP1 phos -2%.
`O=C(N[C@@H](Cc1c[nH]c2ccccc12)C(=O)O)OCC1c2ccccc2-c2ccccc21` gave Tb PFK inh -6%, hERG WT inh 2, BCR signal inh -3%, Giardia killer 1, TSHR antag -8, TCR activator 1% and A-T KAP1 phos 6%.
For COc1ccc(/C=N/NS(=O)(=O)c2ccc(C)cc2)cc1 the results were Coupling enz -1, Tb PFK inh 0%, GALK inh -1%, MLL CXXC-DNA inh -7%, hERG WT inh -10, BCR signal inh 2%, Giardia killer -4, TSHR antag 4, TCR activator 1% and A-T KAP1 phos 0%.
`CC(=O)N(c1ccccc1)c1nc(/C=C/C(=O)O)cs1` gave Coupling enz 8, Tb PFK inh -3%, GALK inh -1%, MLL CXXC-DNA inh 5%, hERG WT inh -5, BCR signal inh -1%, Giardia killer 12, TSHR antag 0, TCR activator 15% and A-T KAP1 phos 5%.
For CCCCCCn1c(=O)c(C(=O)N/N=C/c2cccc(F)c2)c(O)c2ccccc21 the results were Coupling enz 1, Tb PFK inh 1%, GALK inh -2%, MLL CXXC-DNA inh 8%, hERG WT inh 13, BCR signal inh -4%, Giardia killer -24, TSHR antag 15, TCR activator -10% and A-T KAP1 phos -3%.
Screening O=C(Nc1ccc(O)c(-c2nc3ccccc3o2)c1)C1(c2ccc(Br)cc2)CCCC1 returned Coupling enz 0, Tb PFK inh 2%, GALK inh 1%, MLL CXXC-DNA inh 9%, hERG WT inh -3, BCR signal inh -3%, Giardia killer -2, TSHR antag 13, TCR activator 10%[46.1 µM] and A-T KAP1 phos 1%.
`COc1ccc(N(CC(=O)Nc2cc(OC)ccc2OC)S(=O)(=O)c2c(C)nn(C)c2C)cc1` gave Coupling enz 0, Tb PFK inh 3%, GALK inh 0%, MLL CXXC-DNA inh 5%, hERG WT inh -23, BCR signal inh 4%, Giardia killer 1, TSHR antag -5, TCR activator 0% and A-T KAP1 phos 6%.
Screening COc1cc(OC)cc(C(=O)NCC(=O)OC(C)C(=O)NC(C)C2CC3CCC2C3)c1 (stereo not drawn) returned Tb PFK inh 9%, hERG WT inh 0, BCR signal inh inconclusive, Giardia killer -10, TSHR antag -15, TCR activator 7% and A-T KAP1 phos -10%.
Screening Cc1ccc(NC(=O)COc2ccc3c(c2)OCO3)c(C)c1 returned Tb PFK inh -3%, hERG WT inh -3, BCR signal inh 7%, Giardia killer -12, TSHR antag 7, TCR activator 0% and A-T KAP1 phos 5%.
For O=C(Nc1ccc2nc3n(c(=O)c2c1)CCCCC3)c1ccccn1 the results were Coupling enz 0, Tb PFK inh 5%, GALK inh 0%, MLL CXXC-DNA inh -4%, hERG WT inh -3, BCR signal inh 0%, Giardia killer 22, TSHR antag -7, TCR activator -4%[46.1 µM] and A-T KAP1 phos 11%.
For COc1ccc(C(NC(=O)CN2CCCCCC2)c2ccc(OC)cc2)cc1 the results were Coupling enz -1, Tb PFK inh -1%, GALK inh 1%, MLL CXXC-DNA inh 19%, hERG WT inh 54, BCR signal inh -12%, Giardia killer -14, TSHR antag -37, TCR activator 1% and A-T KAP1 phos 6%.
CCOC(=O)c1c(-c2ccc(C)o2)csc1N was read as Coupling enz -29, Tb PFK inh 3%, GALK inh -3%, MLL CXXC-DNA inh 6%, hERG WT inh 7, BCR signal inh inconclusive, Giardia killer -15, TSHR antag -2, TCR activator -142% and A-T KAP1 phos 22%.
`CCCC(=O)N1CCN(c2nnc(-c3ccc(C)cc3)c3ccccc23)CC1` gave Coupling enz 1, Tb PFK inh 3%, GALK inh 0%, MLL CXXC-DNA inh inconclusive, hERG WT inh -2, BCR signal inh inconclusive, Giardia killer 25, TSHR antag 8, TCR activator 1% and A-T KAP1 phos 14%.
CC1CN(S(=O)(=O)c2cccc(C(=O)OCC(=O)N3CCCCCC3)c2)CC(C)O1 (stereo not drawn) was read as Tb PFK inh 9%, hERG WT inh 7, BCR signal inh 7%, Giardia killer 3, TSHR antag -9, TCR activator 4% and A-T KAP1 phos 8%.
`CC(=O)c1ccc(OCC(=O)OC(C)C(=O)NC2CCCCC2C)cc1` (stereo not drawn) gave Tb PFK inh -1%, hERG WT inh -9, BCR signal inh 0%, Giardia killer -4, TSHR antag 5 and A-T KAP1 phos -3%.
Screening COc1ccc(CCC(C(O)C(F)(F)F)S(=O)c2ccccc2)cc1 (stereo not drawn) returned Coupling enz 1, Tb PFK inh -20%, GALK inh -1%, MLL CXXC-DNA inh -1%, hERG WT inh 1, BCR signal inh -2%, Giardia killer 0, TSHR antag -11, TCR activator -2% and A-T KAP1 phos 1%.
Screening N#Cc1ccccc1S(=O)(=O)N1CCN(C(=O)c2cc(=O)[nH]c3ccccc23)CC1 returned Tb PFK inh -5%, hERG WT inh -12, BCR signal inh -10%, Giardia killer -16, TSHR antag 29, TCR activator 9% and A-T KAP1 phos 2%.
`CC(NS(=O)(=O)c1ccc(CCC(=O)NCc2ccco2)cc1)c1ccccc1` (stereo not drawn) gave Coupling enz 8, Tb PFK inh 7%, GALK inh 3%, MLL CXXC-DNA inh -7%, hERG WT inh -25, BCR signal inh 0%, Giardia killer -9, TSHR antag 2, TCR activator -3%[46.1 µM] and A-T KAP1 phos -6%.
`COc1nc(OCCNC(=O)Nc2ccccc2)nc(N(C)C)n1` gave Coupling enz -3, Tb PFK inh 0%, GALK inh 3%, MLL CXXC-DNA inh 1%, hERG WT inh -8, BCR signal inh -2%, Giardia killer 12, TSHR antag 26, TCR activator -9% and A-T KAP1 phos inconclusive.
For CCCNC(=O)c1cc(-c2ccc(OC)cc2)on1 the results were Coupling enz 3, Tb PFK inh 2%, GALK inh 0%, MLL CXXC-DNA inh 0%, hERG WT inh -2, BCR signal inh inconclusive, Giardia killer 1, TSHR antag -5, TCR activator -1% and A-T KAP1 phos -2%.
Screening CCOc1cc(C2C(C(C)=O)=C(O)C(=O)N2CCc2c[nH]c3ccccc23)ccc1O (stereo not drawn) returned Coupling enz 8, Tb PFK inh -4%, GALK inh 3%, MLL CXXC-DNA inh 4%, hERG WT inh -15, BCR signal inh inconclusive, Giardia killer -22, TSHR antag 5, TCR activator 1% and A-T KAP1 phos 1%.
Screening COCCn1c(C)cc(C(=O)COc2nc3ccccc3nc2C)c1C returned Coupling enz 1, Tb PFK inh -1%, GALK inh -1%, MLL CXXC-DNA inh -5%, hERG WT inh -7, BCR signal inh 2%, Giardia killer -21, TSHR antag -2, TCR activator 2% and A-T KAP1 phos -1%.
Screening COc1cc(C2/C(=C(\O)c3ccc4c(c3)OCCO4)C(=O)C(=O)N2Cc2ccccc2)ccc1O (stereo not drawn) returned Coupling enz 6, Tb PFK inh -1%, GALK inh 0%, MLL CXXC-DNA inh 4%, hERG WT inh -5, BCR signal inh 6%, Giardia killer 16, TSHR antag -5, TCR activator 0% and A-T KAP1 phos 1%.
CC1CC(C)(C)NC(=S)N1CCCC(=O)NCCc1ccc(Cl)cc1 (stereo not drawn) was read as Coupling enz -1, Tb PFK inh 0%, GALK inh 1%, MLL CXXC-DNA inh -4%, hERG WT inh -6, BCR signal inh -4%, Giardia killer -8, TSHR antag -9 and A-T KAP1 phos -2%.
Screening COc1ccc(CCNC2=C(Cl)C(=O)N(CCc3ccccc3)C2=O)cc1OC returned Coupling enz -1, Tb PFK inh 1%, GALK inh -1%, MLL CXXC-DNA inh 12%, hERG WT inh 1, BCR signal inh -27%, Giardia killer -15, TSHR antag inconclusive, TCR activator 2% and A-T KAP1 phos 7%.
`Cc1cc(O)c(C(=O)/C=C/c2ccccc2)c(=O)o1` gave Coupling enz 1, Tb PFK inh 1%, GALK inh -1%, MLL CXXC-DNA inh 2%, hERG WT inh 0, BCR signal inh 1%, Giardia killer 3, TSHR antag 1, TCR activator 3% and A-T KAP1 phos -13%.
